RNase H inhibition – RNase H inhibition, HIV 1 Gag Pol polyprotein, FRET biochemical assay, screening (AID 372). HIV-1 RT RNase H, FRET RNA/DNA substrate fluorescence; higher % means a stronger effect. hit rate 0.77% among 100,000. one-dose inhibition, % at 10 µM; IC50 in µM for titrated hits; in the data active means inhibition above about 50%
An asterisk follows results filed as active.

SMILES | RNase H inhibition
CCOc1cc(/C=C2\C(=O)NC(=S)N(c3cccc(Cl)c3)C2=O)cc(Br)c1O | 14.0%
O=C(O)COc1ccc(Br)cc1/C=C1\C(=O)NC(=O)N(c2ccc(Cl)cc2)C1=O | 8.0%
CCOC(=O)C1=C(O)/C(=C/c2ccccc2)SC1=Nc1ccccc1 | 4.0%
CC1(C)CC(=O)C2=C(C1)OC1=C(C(=O)CC(C)(C)C1)C2C=C(Cl)Cl | 3.0%
COc1ccccc1OCCOCCOc1ccc(Cl)cc1Br | 23.0%
COc1cccc(NC(=O)CSc2nc3ccccc3o2)c1 | 8.0%
CCN(CC)c1ccc(Nc2nc(-c3ccccc3)cs2)cc1 | 18.0%
O=C(N=Nc1c(O)[nH]c2ccc(Br)cc12)c1ccc(Cl)cc1Cl | 11.0%
O=C(Nc1cccc2ccccc12)c1cc(I)ccc1Cl | 1.0%
O=C(OCCc1ccc(SC(=O)c2ccccc2)s1)c1ccccc1 | 18.0%
CC1=C(C)[N+](=O)C2CCCCC2N1[O-] (stereo not given) | 15.0%
CCOc1ccc(OCCSc2nc3ccc(Br)cc3[nH]2)cc1 | 8.0%
CCc1ccc(C2NC(=O)NC(C)=C2C(=O)OCC(C)C)cc1 (stereo not given) | 10.0%
COc1ccccc1N(CC(=O)N/N=C\c1c(O)ccc2ccccc12)S(=O)(=O)c1ccccc1 | 7.0%
O=C(NCc1cccs1)c1nn2c(c1Cl)NC(c1ccco1)CC2C(F)(F)F (stereo not given) | 12.0%

Next section; the last six above are carried over.
SMILES | RNase H inhibition
O=C(OCCc1ccc(SC(=O)c2ccccc2)s1)c1ccccc1 | 18.0%
CC1=C(C)[N+](=O)C2CCCCC2N1[O-] (stereo not given) | 15.0%
CCOc1ccc(OCCSc2nc3ccc(Br)cc3[nH]2)cc1 | 8.0%
CCc1ccc(C2NC(=O)NC(C)=C2C(=O)OCC(C)C)cc1 (stereo not given) | 10.0%
COc1ccccc1N(CC(=O)N/N=C\c1c(O)ccc2ccccc12)S(=O)(=O)c1ccccc1 | 7.0%
O=C(NCc1cccs1)c1nn2c(c1Cl)NC(c1ccco1)CC2C(F)(F)F (stereo not given) | 12.0%
O=C(COc1c(Br)cc(Br)cc1Br)N/N=C/c1cccs1 | 0.0%
Cc1ccc(/C=N/NC(=O)c2ccc(Oc3ccc(C(=O)N/N=C/c4ccc(C)o4)cc3)cc2)o1 | 49.0%
CCn1c(/C=C/c2cc(Br)ccc2O)nc2ccccc2c1=O | 14.0%
O=C1NC(=O)N(c2cccc(Br)c2)C(=O)/C1=C/c1ccc(Oc2ccc([N+](=O)[O-])cn2)cc1 | 4.0%
O=C(NC1CCCCC1)c1ccc(Br)o1 | 4.0%
COc1ccc2nc(/N=C(/N)NC(=O)Nc3ccccc3)nc(C)c2c1 | 29.0%
O=c1oc2cc(OCCO)ccc2c2c1CCCC2 | 4.0%
Cc1ccc[n+](C(C)C(=O)c2ccc(-c3ccccc3)cc2)c1 (stereo not given) | 0.0%
CCc1c(C)sc(NC(=O)/C=C/c2ccccc2Cl)c1C(N)=O | 14.0%
CCC(=O)Oc1ccc2c3c(c(=O)oc2c1C)CCC3 | 3.0%
CCOC(=O)Cn1c(C(F)(F)F)nc2ccccc21 | 10.0%
O=C(CCC(=O)Nc1ccccc1Cl)Nc1ccccc1Cl | 7.0%
CC(=O)Nn1c(O)c(C2=c3cc(Br)ccc3=NC2=O)sc1=S | 5.0%
CC(=O)Nc1ccc(NC(=O)c2cccc(F)c2)cc1 | 0.0%
C=CCNC(=O)C1CC(=O)N(c2ccc(Br)cc2)C1 (stereo not given) | 0.0%
O=C(c1ccc(S(=O)(=O)N2CCOCC2)cc1)N1CCCc2ccccc21 | 0.0%
COc1cc(C(=O)c2cc(Br)ccc2NC(=O)COc2ccc(C)cc2)cc(OC)c1OC | 1.0%
COc1cccc(NC(=O)c2ccc(C)cc2Cl)c1 | 0.0%
Cc1ccc2nc(-c3ccc(NC(=O)/C=C\C(=O)O)cc3)sc2c1 | 4.0%
Cc1ccc(/C(O)=C2/C(=O)C(=O)N(c3ccccc3)C2c2cccc([N+](=O)[O-])c2)cc1 (stereo not given) | 8.0%
COc1ccc(-c2noc(COc3ccccc3C)n2)cc1 | 5.0%
COc1ccc(/C=C(/C#N)C(=O)Nc2cccc(Br)c2)cc1C | 45.0%
O=[N+]([O-])c1ccc(Cl)c(/C=N/N2CCN(Cc3cccc4ccccc34)CC2)c1 | 6.0%
COc1ccc(C2(CNC(=O)C3COc4ccccc4O3)CCCC2)cc1OC (stereo not given) | 40.0%
CC(=O)c1ccc(NC(=S)NC(NC(=O)Cc2ccccc2)C(Cl)(Cl)Cl)cc1 (stereo not given) | 19.0%
Cc1ccc(/C=C2\SC(N3CCOCC3)=NC2=O)cc1 | 42.0%
CCOc1ccccc1OCCOc1ccc(Cl)c(C)c1C | 19.0%
COc1cc(NC(=O)c2ccc3ccccc3c2)ccc1NC(=O)c1ccco1 | 11.0%
CN1CCN(C(=O)c2c(Cl)cccc2Cl)CC1 | 0.0%
CC(=O)N(CCC1(Cc2ccccc2)CCOC(C)(C)C1)Cc1ccccc1 (stereo not given) | 11.0%
C/C(=N\NC(=O)C(C)Sc1nc(C)cc(C)n1)c1ccc(Br)cc1 (stereo not given) | 25.0%
CCCOc1ccc(C(=O)NC(=S)Nc2ccc(-c3nc4ccc(C)cc4o3)cc2)cc1 | 27.0%
CC(C)(C)c1ccc(OCC(=O)Nc2sc3c(c2C(N)=O)CCCC3)cc1 | 10.0%
CCOc1ccc(N/C(=N\S(=O)(=O)c2ccc(C)cc2)c2ccccc2)cc1 | 19.0%
CCOc1ccccc1NC(=O)C(CC)c1ccccc1 (stereo not given) | 36.0%
CCc1ccccc1NC(=O)c1c(NC(=O)Cc2ccccc2)sc(-c2ccccc2)c1C | 0.0%
CCOc1ccc(S(=O)(=O)Nc2ccccc2Cl)c2ccccc12 | 3.0%
CCOC(=O)c1c(NC(=O)COc2cccc(Cl)c2)sc(C)c1C | 46.0%
Cc1c(NC(=O)c2ccc(-c3ccccc3[N+](=O)[O-])o2)cccc1-c1nc2ncccc2o1 | 12.0%
O=C(Nc1ccc(Cl)cc1)c1cc(Cl)ccc1[N+](=O)[O-] | 0.0%
C=CCn1c(=S)[nH]c2sc3c(c2c1=O)CCc1ccccc1-3 | 6.0%
O=C(c1ccc2c(c1)OCCO2)N1CCOCC1 | 3.0%
COc1cc(/C=N\NC(=O)CNc2ccc(C)cc2)cc([N+](=O)[O-])c1O | 0.0%
COc1ccc(Nc2cc(Cl)c3nonc3c2[N+](=O)[O-])cc1 | 7.0%
CCOc1cccc(N2C(=O)CC(SCC(=O)Nc3ccc4ccccc4c3)C2=O)c1 (stereo not given) | 7.0%
CC1=C(C(=O)OC(C)C)C(c2ccc([N+](=O)[O-])cc2)C2=C(CC(c3ccc(Cl)cc3)CC2=O)N1 (stereo not given) | 19.0%
COc1cc(NS(=O)(=O)c2ccc(NC(=O)c3ccc(Cl)cc3)cc2)nc(OC)n1 | 15.0%
COc1cc(C2Nc3cc(C)ccc3NC3=C2C(=O)CC(C)(C)C3)ccc1O (stereo not given) | 9.0%
O=C(NC=C(Cl)Cl)c1ccc(Cl)cc1 | 0.0%
COc1ccc(CN2CCN(c3cc(C)ccc3C)CC2)c(OC)c1 | 6.0%
CCCOc1ccc2ccccc2c1C=C1C(=O)NC(=S)NC1=O | 23.0%
CCOc1cc([N+](=O)[O-])cc(C=Nc2cc(Cl)ccc2C)c1O | 4.0%
Cc1cc(Br)cc(C)c1NC(=S)NC(=O)c1ccc(Cl)cc1 | 24.0%
COc1ccc(/C=C2/C(=O)N(c3ccccc3)N=C2C)cc1[N+](=O)[O-] | 20.0%
CC(=O)Nc1ccc(S(=O)(=O)N2CCN(Cc3ccc(Br)cc3)CC2)cc1 | 13.0%
COc1cccc(OCCCOc2cccc(Cl)c2Cl)c1 | 24.0%
CCCCNC(=O)CSc1nc2ccc(NC(=O)c3ccccc3)cc2s1 | 16.0%
N#CC(C#N)=Cc1cn(-c2ccccc2)nc1-c1ccc(-c2ccc([N+](=O)[O-])cc2)o1 | 7.0%
CC1CCCC(N2CCN(Cc3cccc(F)c3)CC2)C1 (stereo not given) | 18.0%
CC(C)OC(C(=O)c1ccccc1)c1ccccc1 (stereo not given) | 6.0%

Overlap with the part before: three entries; new compounds follow.
SMILES | RNase H inhibition
N#CC(C#N)=Cc1cn(-c2ccccc2)nc1-c1ccc(-c2ccc([N+](=O)[O-])cc2)o1 | 7.0%
CC1CCCC(N2CCN(Cc3cccc(F)c3)CC2)C1 (stereo not given) | 18.0%
CC(C)OC(C(=O)c1ccccc1)c1ccccc1 (stereo not given) | 6.0%
COc1cc(/C=N/NC(=O)c2cc(C)[nH]n2)cc(OC)c1OC | 9.0%
CNC(=O)c1ccc(N(C)S(=O)(=O)c2ccccc2)cc1 | 2.0%
Cc1cc(/C=C(\C#N)C(=O)Nc2ccccc2)c(C)n1-c1ccc(N(C)C)cc1 | 14.0%
COC(=O)C1=C(C)N=c2s/c(=C\c3cccc([N+](=O)[O-])c3)c(=O)n2C1/C=C/c1ccccc1 (stereo not given) | 5.0%
COc1ccc(-c2noc(-c3ccc(I)cc3)n2)cc1 | 21.0%
CCCCN(CC)Cc1c(C)[nH]c2ccc(C)cc2c1=O | 5.0%
Cc1ccc(S(=O)(=O)NC(C)c2ccc(-c3ccccc3)cc2)cc1[N+](=O)[O-] (stereo not given) | 0.0%
Cc1cccc(NC2CC(=O)N(c3ccc(Br)cc3)C2=O)c1 (stereo not given) | 0.0%
O=C(COC(=O)c1ccccc1C(F)(F)F)c1ccc(Br)cc1 | 0.0%
O=C(NC(=S)Nc1ccc(Br)cc1)c1ccco1 | 1.0%
Cc1ccc(OCC(=O)NNC(=O)c2ccc(C(C)(C)C)cc2)cc1 | 7.0%
CCCCOc1ccc(NC(=O)C2CC(=O)N(c3ccc(Cl)cc3)C2)cc1 (stereo not given) | 11.0%
O=C(/C=C/c1ccc2c(c1)OCO2)Nc1ccncc1 | 18.0%
Cc1ccc(/C=C2/SC(=S)N(CC(=O)O)C2=O)c(C)c1 | 1.0%
COc1cc(/C=C2\C(=O)NC(=S)N(c3ccccc3)C2=O)ccc1OCc1ccc(C(=O)O)cc1 | 15.0%
Cc1ccc(C(=O)Nc2ccc(C(=O)O)cc2)cc1S(=O)(=O)NC1CCCCC1 | 1.0%
CCOC(=O)N1CCN(c2ccc3nnnn3n2)CC1 | 3.0%
O=C(N/N=C/c1ccccc1[N+](=O)[O-])C(=O)Nc1ccccc1 | 8.0%
Cc1ccc(NC(=O)Nc2ccccc2)c(Br)c1 | 9.0%
COc1ccc(/C=N/Nc2cc(-c3ccccc3)nc(-c3ccc(Br)cc3)n2)cc1 | 4.0%
CCOC(=O)C1=C(O)/C(=C/c2ccc(N(CC)CC)cc2)SC1=Nc1cccc(Cl)c1 | 26.0%
C=CCc1cc(/C=C2\C(=O)NC(=O)N(c3cc(C)cc(C)c3)C2=O)cc(OC)c1OC | 19.0%
COC(=O)c1ccccc1NC(=O)CSCc1ccc(Cl)cc1 | 22.0%
Cc1cc(=O)[nH]c(N/N=C/c2cc(Cl)cc(Cl)c2O)n1 | 6.0%
COc1ccc(Cc2nnc(NC(=O)Nc3ccc(Cl)c(Cl)c3)s2)cc1 | 21.0%
COc1ccc(C(N)=O)cc1NC(=O)c1cccc(F)c1 | 3.0%
COc1ccc(C2CC(=O)C3=C(C2)NC(C)=C(C(=O)OCC(C)C)C3c2cc(OC)c(OC)c(OC)c2)cc1 (stereo not given) | 4.0%
CC1=NN(C(=O)c2ccccc2)C(O)(C(C)(C)C)C1 (stereo not given) | 0.0%
Cc1cc(NC(=O)c2ccc(-c3ccc(Cl)cc3)o2)ccc1NC(=O)c1ccco1 | 11.0%
COc1ccc(-c2n[nH]c(=S)n2N=Cc2ccc(-c3ccccc3)cc2)cc1 | 45.0%
O=C1/C(=C/c2ccc(Br)cc2)SC(=S)N1/N=C/c1ccc(Br)cc1 | 7.0%
CC(C)(C)c1ccc(C(=O)NCCOc2ccccc2F)cc1 | 1.0%
O=C(Nc1ccc2oc(-c3cc(Br)ccc3Cl)nc2c1)c1ccc([N+](=O)[O-])cc1 | 16.0%
CCN(CC)C(=O)c1sc(NC(=O)c2cc3ccccc3oc2=O)c(C#N)c1C | 9.0%
O=[N+]([O-])c1ccccc1C=Nc1cccc(CO)c1 | 5.0%
C/C(=N\NC(=O)C(C)Oc1ccc(Cl)cc1)c1ccccc1 (stereo not given) | 5.0%
Cc1cccc(Cn2cc(C=C3C(=O)N(C)C(=S)N(C)C3=O)c3ccccc32)c1 | 19.0%
CCN(CC)CCN1C(=O)c2ccccc2NC1c1ccc(Cl)cc1Cl (stereo not given) | 12.0%
COc1ccccc1C(=O)Nc1ccc(Cc2ccncc2)cc1 | 8.0%
O=C(NNC1=C(C(=O)C(F)(F)F)CCC1)c1ccc(Br)cc1 | 10.0%
C=CCc1cc(S(=O)(=O)c2ccc(O)c(CC=C)c2)ccc1O | 10.0%
N#Cc1c(-c2ccc(Cl)cc2)cc(C2CC2)nc1SCC(N)=O | 39.0%
CCCCOC(=O)Nc1ccc(S(=O)(=O)Nc2cccc([N+](=O)[O-])c2)cc1 | 7.0%
O=C(NCCO)c1ccc(-c2nnc(N3CCOCC3)c3ccccc23)cc1 | 10.0%
O=C(NC(=S)NCc1cccnc1)c1ccccc1Br | 9.0%

Overlap with the part before: four compounds; new compounds follow.
SMILES | RNase H inhibition
N#Cc1c(-c2ccc(Cl)cc2)cc(C2CC2)nc1SCC(N)=O | 39.0%
CCCCOC(=O)Nc1ccc(S(=O)(=O)Nc2cccc([N+](=O)[O-])c2)cc1 | 7.0%
O=C(NCCO)c1ccc(-c2nnc(N3CCOCC3)c3ccccc23)cc1 | 10.0%
O=C(NC(=S)NCc1cccnc1)c1ccccc1Br | 9.0%
COc1cccc(C(=O)NNC(=O)c2cccc([N+](=O)[O-])c2)c1 | 0.0%
CCOc1ccc2c(c1)-c1c(ssc1=S)C(C)(C)N2C(=O)c1ccc([N+](=O)[O-])cc1 | 19.0%
CCCOc1ccc(C(=O)Nc2cc(-c3nc4ccc(C)cc4o3)ccc2Cl)cc1 | 4.0%
CS(=O)(=O)N(CC(O)Cn1c2ccc(Cl)cc2c2cc(Cl)ccc21)c1ccccc1 (stereo not given) | 13.0%
CCC(=O)c1ccc(N2CCN(C(=O)c3cc(F)c(F)cc3C)CC2)c(F)c1 | 5.0%

High-throughput results (PubChem)

This is a subset; the hit share may differ from the screen's.
